ATXN2 expr inh – inhibitors of ATXN2 expression; HEK-293 ATXN2-luciferase reporter, luminescence, 24 h; Potency, µM (titrated, usually from 57 µM), inactives show at the top dose activity change, negative = inhibition, actives largely listed as inhibitors; 0.72% of 360,000 active; also: potency is read from the fitted curve at half-maximal effect; % is scaled to controls: 0 for no effect and ±100 for the full control effect; nearly all actives have a fitted effect of over 55% in size
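qHTS (up to 57 uM final) was run with 24 h compound exposure of reporter cells at 37 °C. Each well was multiplexed: SteadyGlo luminescence measured ATXN2-luciferase expression after a fluorogenic Gly-Phe-AFC viability readout (25 uM final).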
HT1080 IDH1KD tx – kills HT-1080 cells with IDH1 knockdown; HT-1080 IDH1 knockdown viability, ATP luminescence, 48 h; Potency, µM (series often up to 46.1 µM), inactives show top-dose activity, negative = toxicity, usual class: cytotoxic; 2% of 360,000 active;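 also: potency is read from the fitted curve at half-maximal effect; 0% = DMSO wells and -100% = cell-free medium wells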
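Using the IDH1-knockdown HT-1080 line run in the same batch and compound series as the NT line, viability after 48 h at 37 °C was determined by CellTiter-Glo luminescence and expressed as % activity.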
MCF10A rerep – induces DNA re-replication in MCF 10a normal breast cells. MCF 10A DNA re-replication, Hoechst nuclear intensity, 48 h. Potency, µM (top dose mostly 46.1 µM), without a hit: at the highest dose activity, positive = re-replication, usual class: activators. 2.9% of 350,000 active. AID 624296; also: potency is read from the fitted curve at half-maximal effect; % of control where 0% means no effect; nearly all actives have a fitted effect of over 50% in size
SW480 rerep – induces DNA re-replication in SW480 colon adenocarcinoma cells. SW480 DNA re-replication, Hoechst DNA content imaging, 48 h. Potency, µM (top dose mostly 46.1 µM), for inactives: at the highest dose re-replication activation, actives largely listed as activators. 1.8% of 340,000 active. AID 624297; also: potency is read from the fitted curve at half-maximal effect; % of control where 0% means no effect; nearly all actives have a fitted effect of over 55% in size
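Cells (250 per well) received 23 nL compound or DMSO by pin tool and were kept 48 hr at 37 C, 5% CO2. Nuclei were then stained with Hoechst for 40 min and scanned for DNA content.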
HT1080NT lethal – kills 2HG-producing HT-1080-NT fibrosarcoma cells | HT-1080-NT fibrosarcoma viability, CellTiter-Glo ATP luminescence, 48 h | Potency, µM (series often up to 46.1 µM), for inactives: top-dose activity, negative = less viability, usual class: cytotoxic | 1.6% of 360,000 active | AID 686970;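 also: NT is the 2HG producing partner of a matched IDH1 knockdown line; potency is read from the fitted curve at half-maximal effect; 0% = DMSO-treated cells and -100% = media-only wells without cells; nearly all actives have a fitted effect of over 55% in size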
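Luminescent CellTiter-Glo readout after 48 hours of compound exposure at 37 degrees C defined viability of HT-1080-NT cells. Activity was normalized to DMSO wells and cell-free media wells; concentration-response curves were fitted and assigned curve classes.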
HepG2 viability – kills HepG2 cells in TGF-b inhibitor counter-screen | HepG2 CAGA-GFP viability, ATP luminescence, 18 h | Potency, µM (titrated, usually from 46.1 µM), for inactives: at the highest dose activity change, negative = cytotoxicity, actives largely listed as cytotoxic | 0.76% of 410,000 active | AID 588856; also: potency is read from the fitted curve at half-maximal effect; some results filed as inactive show a strong effect at the top dose
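HepG2 CAGA-GFP cells (1000/well, DMEM with 1% FBS) received compound, then TGF-beta at 500 pg/mL final, and were incubated 18 hours at 37 degrees C. Viability was read by CellTiter-Glo luminescence. Media-only wells were set as complete cell-killing and DMSO as no toxicity.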
KB-3-1 tox – KB-3-1 parental cell cytotoxicity; 1.4% of 400,000 active; KB-3-1 viability, CellTiter-Glo ATP luminescence, 72 h; AID 1347075; Potency, µM (highest dose often 46.1 µM), inactives show at the highest dose activity change, negative = cytotoxic, usual class: cytotoxic; also: potency is read from the fitted curve at half-maximal effect; % is scaled to controls: 0 for no effect and ±100 for the full control effect; nearly all actives have a fitted effect of over 60% in size
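Multi-concentration cytotoxicity screen in KB-3-1 cells grown in DMEM lacking phenol red with 10% FBS. After 72 h at 37 °C with compound, ATP-dependent luminescence was recorded.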
IL-1B inflam inh – blocks inflammasome-driven IL-1 beta release | THP-1 LPS/ATP IL-1B secretion, AlphaLISA, 16 h; hits give low values | activity change, % at 57.5 µM | 4.7% of 360,000 active; in the data active = activity change below about -50%; inconclusive = mostly about -30% to -49%; also: % is scaled to controls: 0 for no effect and ±100 for the full control effect
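THP-1 cells pretreated 1 hr with compounds (up to 57.5 uM final), then stimulated with LPS (250 ng/mL final) plus ATP (1.25 mM final); secreted IL-1B measured by AlphaLISA after 16 hr, decreased signal indicating inhibition.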
S2 tox – viability counter-screen for ATXN expression inhibitors; S2 cells (HEK-293 line with an ATXN2-luciferase reporter) viability, CellTiter-Fluor protease fluorescence, 24 h; Potency, µM (doses to about 56.7 µM), actives largely listed as cytotoxic; 0.49% of 400,000 active; AID 651635; also: potency is read from the fitted curve at half-maximal effect; nearly all actives have a fitted effect of over 40% in size
Starred values were filed as active, the others as inactive; i = inactive; ? = inconclusive; / = no result given; [ ] = remark or other dose. Unless noted, calls follow the shape of the dose curve; as a rule, active = well fitted curve in the direction sought with a large enough effect; inconclusive = small, poorly fitted or top-dose-only effect, or another doubt; inactive = no such curve, though single readings can be large; an effect the other way counts as inactive or inconclusive.

Results follow in this order: ATXN2 expr inh, HT1080 IDH1KD tx, MCF10A rerep, SW480 rerep, HT1080NT lethal, HepG2 viability, KB-3-1 tox, IL-1B inflam inh, S2 tox
Cc1ccc(S(=O)(=O)Nc2ccc(N(C)S(=O)(=O)c3ccc(C)cc3)cc2)cc1
  ?, ?, 18%, 13%, -30%, -18%, 0%, -28, i
CC(=O)Nc1ccc(C(=O)N/N=C/c2cc(Br)cc(Br)c2O)cc1
  25µM*, ?, ?, -146%[inhibitor], ?, -112%, -20%, 126, i
Cc1nn(Cc2ccc(C(=O)Nc3nc4c(C)cccc4s3)o2)c(C)c1Br
  -9%, 2%, ?, 2%, -6%, -4%, -19%, -12, i
COC(=O)[C@@]1(C(C)C)N=C(c2cc(OC)c(OC)c(OC)c2)[C@]2(O1)C(=O)N(C)c1ccccc12
  -6%, 2%, /, /, 12%, /, 2%, -16, ?
Cc1cc(NC(=O)CSc2nc3ccccc3[nH]2)n(-c2ccccc2)n1
  /, -11%, 7%, 10%, -1%, 1%, -15%, 0, i
CCOc1ccc(C(=O)N2CCN(Cc3ccccc3)CC2)cc1
  4%, 15%, -6%, -3%, 0%, -7%, -1%, -9, i
O=C(Cn1c(=O)n(-c2ccccc2)c(=O)c2sccc21)NCc1ccccc1
  /, 8%, 1%, -1%, 0%, -2%, -11%, 17, i
O=C1NN(c2ccc(F)cc2)C(=O)/C1=C/c1cccs1
  -31%, -9%, 5%, 0%, -2%, -3%, 3%, -51*, i
CC(C)[C@H](NC(=O)NCc1cccs1)C(=O)O
  -15%, -1%, -6%, ?, -2%, 0%, 0%, 27, i
O=C(CNCc1ccco1)Nc1ccc(N2CCCCCC2)cc1
  26%[11.3 µM], -15%, 13%, -8%, 4%, -14%, 3%, -18, i
COC(=O)c1cc(OC)c(OC)cc1NC(=O)c1cccc(OC)c1OC
  -14%, -1%, -13%, -12%, 2%, -1%, 5%, 55, i
COc1ccc(-n2nc(C(=O)NCCCN3CCOCC3)c3ccccc3c2=O)c(OC)c1
  -2%, 24%, -1%, 21%, 11%, 3%, 17%, 0, i
O=C(Nc1ncccc1Cl)C(Sc1ccccc1)c1ccccc1 (stereo not given)
  -2%, -3%, 4%, 0%, 7%, -33%, -4%, 0, i
Cc1ccc(N(CC(=O)NCc2ccc(F)cc2)C(=O)c2csnn2)cc1C
  /, 1%, -7%, -1%, 1%, 6%, 1%, -2, ?
O=C(CSc1nnnn1-c1ccc(O)cc1)Nc1cccc(S(=O)(=O)N2CCCC2)c1
  -10%, -22%, 1%, -2%, -15%, -22%, -25%, -6, i
Cc1sc(NC(=O)CSc2nnnn2C2CCCC2)c(C#N)c1C
  -4%, 10%, 13%, -1%, 7%, -3%, -3%, 12, i
COC(=O)c1sc(NC(=O)CC(C)C)c(C(=O)OC)c1C
  -9%, 5%[9.24 µM], 19%, -11%, 12%, -5%, ?, -3, i
CS(=O)(=O)N(CC(=O)NCc1ccncc1)c1ccc(Cl)c(Cl)c1
  -29%, 16%, -6%, -3%, 1%, -2%, 7%, 36, i
CCC(=O)OCC(=O)Nc1ccc2c(c1)OCO2
  -3%, -15%, ?, -11%, 2%, -3%, -2%, 33, i
CCc1ccc(N2CC(C(=O)OCC(=O)N(CC)c3c(N)n(Cc4ccccc4)c(=O)[nH]c3=O)CC2=O)cc1 (stereo not given)
  /, 9%, -6%, -9%, 1%, 7%, 3%, 6, i
COc1ccc(/C=N/NC(=O)Nc2ccc3nsnc3c2)c(OC)c1
  5%, 4%, 13µM*, ?, 4%, -2%, -23%, 24, i
CN1CCN(c2nc3c(c(=O)n(C)c(=O)n3C)n2Cc2ccccc2)CC1
  0%, -3%, 4%, -9%, -3%, -22%, 20%, -6, i
CCc1ccc(NC(=O)CSc2nc(=O)n(CCCN3CCOCC3)c3c2CCCC3)cc1
  -3%, 4%, 13%, ?, 3%, -16%, 5%, ?, ?
CC(C)/C(=N\NS(=O)(=O)c1ccc(Br)cc1)c1cccs1
  -6%[11.3 µM], ?, -4%, -1%, -14%, 2%, 2%, 16, i
Nn1c(SCC(=O)NCCCc2ccccc2)nnc1-c1cccnc1
  -10%, 9%, 8%, -5%, 0%, 8%, 7%, -5, i
Clc1ccc(-n2nnnc2-c2ccccc2)cc1Cl
  3%, ?, -8%, 2%, -30%, -19%, 15%, 9, i
Cc1cc(C)c(NC(=S)N(CCCN2CCN(C)CC2)Cc2cccs2)c(C)c1
  -7%, -28%, 11%, 1%, -18%, -12%, -1%, ?, i
CCCCCCN1CCN(C2CN(Cc3cn(Cc4cccc(C(F)(F)F)c4)nn3)S(=O)(=O)C2)CC1 (stereo not given)
  -23%, -24%, /, /, ?, /, -24%, -14, i
C/C(=N\OCC(=O)NC(C)C)c1cccs1
  -34%, -2%, 13%, -23%, -15%, 4%, 0%, 18, i
CC(=O)Nc1cc(-c2ccc(N3CCN(C)CC3)cc2)cn2c(-c3ccc(S(C)(=O)=O)cc3)cnc12
  -8%, 7%, /, /, 6%, -32%, 0%, -24, i
COc1cccc(OCCNC(=O)c2ccccc2Sc2ccccc2C#N)c1
  -6%, 4%, 9%, 3%, 6%, -10%, -8%, 0, i
O=C1C(c2ccc(F)cc2)N(Cc2ccc3c(c2)OCO3)C(=O)CN1C1CCCCCC1 (stereo not given)
  -12%, 6%, 1%, -3%, 2%, -2%, ?, -14, i
O=C(NC1CCSc2ccccc21)c1cccc(Cl)c1 (stereo not given)
  -3%, 0%, 2%, 3%, 0%, -5%, -3%, 40, i
CN(C)c1cccc(NC(=O)c2cccc3c(-c4ccc(F)c(F)c4)coc23)c1
  1%, 8%, /, /, 29%, -3%, 0%, -13, i
CC(C)Sc1nc2c(cnn2-c2ccc(Cl)cc2)c(=O)[nH]1
  -12%, 8%, -1%, -42%[inhibitor], 6%, -2%, 0%, 12, i
CC1(C)CC2CC(C)(CN2S(=O)(=O)c2cccc(C(=O)O)c2)C1 (stereo not given)
  9%, 2%, -11%, -19%, 0%, 1%, -5%, 0, i
COc1ccc(NC(=O)CSc2nc3nc(C)cc(C)c3c(=O)[nH]2)cc1
  16%, -2%, ?, -10%, -2%, -12%, 14%, 86, i
c1csc(CNc2ncnc3ccc(-c4ccc5c(c4)OCO5)cc23)c1
  -38%, /, 30%, 3%, /, -22%, -5%, /, i
OCCNc1nc2ccccc2nc1NCCO
  0%, 6%, 2%, -2%, 5%, -31%, 2%, 10, i
CCOC(=O)c1c(NC(=O)c2ccn(CC)n2)sc2c1CCC2
  5%, -6%, ?, -4%, -12%, 0%, 0%, ?, i
CC(C)(C)NC(=O)C1N(c2cccnc2)C(=O)C2C(C(=O)Nc3ccccc3F)C3(C)C=CC21O3 (stereo not given)
  -2%, -3%, 0%, -2%, -7%, -1%, 3%, 20, i
COc1ccccc1CNS(=O)(=O)c1ccc(-n2cnnn2)c(C)c1
  -4%, 9%, -1%, -11%, 5%, 10%, -6%, 9, i
O=C1c2ccccc2C(=O)c2c1cccc2N1CCN(C/C=C/c2ccccc2)CC1
  -3%, 16%, 17%, -8%, 25%, 7%, 8%, 5, i
CC1=C(C(=O)N(C)C)CC(CC(=O)NCc2cccc3ccccc23)C(=O)N1Cc1ccc(F)cc1 (stereo not given)
  5%, 5%, /, /, 1%, 0%, 0%, -24, i

Sorted by molecular weight (lowest first): 13 of the compounds above.
Results follow in this order: ATXN2 expr inh, HT1080 IDH1KD tx, MCF10A rerep, SW480 rerep, HT1080NT lethal, HepG2 viability, KB-3-1 tox, IL-1B inflam inh, S2 tox
OCCNc1nc2ccccc2nc1NCCO
  0%, 6%, 2%, -2%, 5%, -31%, 2%, 10, i
CCC(=O)OCC(=O)Nc1ccc2c(c1)OCO2
  -3%, -15%, ?, -11%, 2%, -3%, -2%, 33, i
CC(C)Sc1nc2c(cnn2-c2ccc(Cl)cc2)c(=O)[nH]1
  -12%, 8%, -1%, -42%[inhibitor], 6%, -2%, 0%, 12, i
CCOc1ccc(C(=O)N2CCN(Cc3ccccc3)CC2)cc1
  4%, 15%, -6%, -3%, 0%, -7%, -1%, -9, i
CC1(C)CC2CC(C)(CN2S(=O)(=O)c2cccc(C(=O)O)c2)C1 (stereo not given)
  9%, 2%, -11%, -19%, 0%, 1%, -5%, 0, i
CN1CCN(c2nc3c(c(=O)n(C)c(=O)n3C)n2Cc2ccccc2)CC1
  0%, -3%, 4%, -9%, -3%, -22%, 20%, -6, i
COC(=O)c1cc(OC)c(OC)cc1NC(=O)c1cccc(OC)c1OC
  -14%, -1%, -13%, -12%, 2%, -1%, 5%, 55, i
COc1cccc(OCCNC(=O)c2ccccc2Sc2ccccc2C#N)c1
  -6%, 4%, 9%, 3%, 6%, -10%, -8%, 0, i
Cc1ccc(S(=O)(=O)Nc2ccc(N(C)S(=O)(=O)c3ccc(C)cc3)cc2)cc1
  ?, ?, 18%, 13%, -30%, -18%, 0%, -28, i
O=C1C(c2ccc(F)cc2)N(Cc2ccc3c(c2)OCO3)C(=O)CN1C1CCCCCC1 (stereo not given)
  -12%, 6%, 1%, -3%, 2%, -2%, ?, -14, i
Cc1nn(Cc2ccc(C(=O)Nc3nc4c(C)cccc4s3)o2)c(C)c1Br
  -9%, 2%, ?, 2%, -6%, -4%, -19%, -12, i
CCc1ccc(NC(=O)CSc2nc(=O)n(CCCN3CCOCC3)c3c2CCCC3)cc1
  -3%, 4%, 13%, ?, 3%, -16%, 5%, ?, ?
CCc1ccc(N2CC(C(=O)OCC(=O)N(CC)c3c(N)n(Cc4ccccc4)c(=O)[nH]c3=O)CC2=O)cc1 (stereo not given)
  /, 9%, -6%, -9%, 1%, 7%, 3%, 6, i
